NS5 inhibitors: Dengue-2 NS5 methyltransferase inhibitors, primary screen, biochemical, confirmation dose response (AID 588689). Dengue-2 NS5 methyltransferase capping enzyme assay, biochemical; higher % means a stronger effect. inhibition, % at 25 µM; hits with a dose series show IC50 in µM. 0.3% of 340,000 active; in the data active = a potency from the dose series
GPR35 antagonists: inhibition of zaprinast-stimulated GPR35 beta-arrestin translocation – imaging, U2OS, beta-arrestin-GFP, zaprinast agonist, primary screen (AID 2058) | U2OS GPR35 beta-arrestin-GFP translocation imaging, zaprinast antagonism; higher % means a stronger effect | one-dose inhibition, % at 10 µM; IC50 in µM for titrated hits | 0.052% of 290,000 active;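 active = inhibition of at least 50% with at least 30 cells and total cytoplasm GFP at most 10,000,000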
AID2073: inhibitors of Mint1-CaV2.2 protein interaction, biochemical, HTRF (AID 2073) | HTRF protein-protein interaction, Mint1-CaV2.2; higher % means a stronger effect | 0.19% of 290,000 active | inhibition, % at 20 µM, or IC50 in µM where a hit was titrated; in the data active = inhibition mostly above about 51%, no sharp cut-off; note: some results filed as inactive read as strong as hits
K1F lysis inhibition: protection from phage-mediated lysis, alamar blue read-out – E. coli UTI89, K1F phage, bacterial capsule biogenesis inhibitors (AID 488966); 0.02% of 340,000 active; inhibition, % at 100 µM, or IC50 in µM where a hit was titrated; E. coli UTI89 K1F phage lysis, alamar blue, 2 h; higher % means a stronger effect;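 active = phage lysis inhibition, versus mean bacterial control, above a set limit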;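 note: capsule biogenesis inhibitors block K1F phage lysis so surviving cells raise fluorescence; higher fluorescence means more inhibition of phage lysis; actives were called in the ten point dose series up to 300 µM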
GPR55 antagonists: GPR55 antagonists blocking LPI-driven arrestin recruitment, primary screen, imaging, U2OS, beta-arrestin-GFP, LPI agonist (AID 2013). U2OS GPR55 beta-arrestin-GFP translocation imaging, LPI antagonism; higher % means a stronger effect. 0.13% of 290,000 active. one-dose inhibition, % at 10 µM; IC50 in µM for titrated hits;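 active = spots per cell inhibited over 60%, with over 100 cells counted and total cytoplasm intensity under 500,000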;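 note: U2OS cells stably carrying GPR55 and arrestin-GFP stimulated by 5 µM LPI near EC80; imaged beta-arrestin-GFP aggregate spots per cell after agonist stimulation; plate controls were LPI-stimulated DMSO wells for no effect and DMSO wells without LPI for full effect; some results filed as inactive read as strong as hits; confirmed hits need IC50 under 10 µM and bright autofluorescent wells are also inconclusive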
GPR55 beta-arrestin: GPR55 agonists via beta-arrestin recruitment, primary screen, imaging, U2OS cells, beta-arrestin-GFP redistribution (AID 1961); U2OS GPR55 beta-arrestin-GFP redistribution imaging; higher % means a stronger effect; activation, % at 10 µM, or EC50 in µM where a hit was titrated; 0.048% of 290,000 active;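 active = activation above 40% with more than 50 cells counted in the well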;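 note: U2OS osteosarcoma cells stably expressing GPR55 and beta-arrestin-GFP; plate controls were DMSO negative control for no effect and LPI positive control for full effect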
NTR1 ag: NTR1-driven beta-arrestin-GFP spot formation – imaging, U2OS cells, high content, primary screen (AID 493036) | P30989 | agonist mode | activation, % at 20 µM | 0.17% of 330,000 active;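 active = activation at or above 40% of the spot to cytoplasm intensity ratio, with at least 20 cells analyzed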;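 note: 0% = DMSO without peptide and 100% = 100 nM NTR1 peptide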
Target sequence (P30989 whole entry, looked up): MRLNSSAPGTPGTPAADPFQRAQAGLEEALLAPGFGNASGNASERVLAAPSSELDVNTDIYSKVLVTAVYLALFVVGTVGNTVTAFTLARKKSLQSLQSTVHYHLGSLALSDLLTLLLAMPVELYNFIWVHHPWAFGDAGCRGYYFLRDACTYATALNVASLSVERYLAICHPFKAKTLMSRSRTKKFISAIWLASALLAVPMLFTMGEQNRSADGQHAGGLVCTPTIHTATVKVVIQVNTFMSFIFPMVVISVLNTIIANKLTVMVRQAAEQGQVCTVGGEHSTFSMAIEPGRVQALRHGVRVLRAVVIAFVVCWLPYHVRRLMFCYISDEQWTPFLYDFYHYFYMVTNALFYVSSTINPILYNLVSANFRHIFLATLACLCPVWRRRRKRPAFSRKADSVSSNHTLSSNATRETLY
HIV fusion peptide: cell-free HIV fusion peptide-binding blockers – biochemical, uHTS, fluorescence dequenching, primary screen (AID 1986) | inhibition, % at 20 µM; hits with a dose series show IC50 in µM | 0.3% of 290,000 active | cell-free peptide binding, fluorescence dequenching, 30 min; higher % means a stronger effect; in the data active = inhibition mostly above about 52%, no sharp cut-off; inactive = mostly below about 76%; note: some results filed as inactive read as strong as hits
SIAH1 antagonists: blockers of Siah-1 interaction with plectin peptide – biochemical, fluorescence polarization, rhodamine-plectin, uHTS, primary screen (AID 1817); 0.02% of 290,000 active; Siah-1 / rhodamine-plectin peptide fluorescence polarization; higher % means a stronger effect; one-dose displacement, % at 20 µM; IC50 in µM for titrated hits;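 active = displacement of at least 50% at 20 µM, with a fluorescence ratio check between 0.3 and a set limit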;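 note: plate controls were Siah plus tracer with DMSO for no effect and tracer alone without Siah for full effect; strong numbers were not always called active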
NTR1 ag cell count 20 µM: second read-out of NTR1 ag, no call of its own (marks repeat the call); cell count; measured here: cell count, cytotoxicity flag
NS5 inhibitors pilot replicate: second read-out of NS5 inhibitors, no call of its own (marks repeat the call); inhibition, %; measured here: pilot screen replicate inhibition
The depositor's hits bear a star; . = no result given; [ ] = another dose, or the depositor's remark.

The opening 4 entries, ahead of the listing:
SMILES	NS5 inhibitors	GPR35 antagonists	AID2073	K1F lysis inhibition	GPR55 antagonists	GPR55 beta-arrestin	NTR1 ag	NTR1 ag cell count 20 µM	HIV fusion peptide	SIAH1 antagonists	others
CCn1nc(C(=O)OCC(=O)NCCN2C(=O)CSC2=O)c2ccccc2c1=O	-1.6%	4.6%	-4.1%	4.5%	-7.3%	-0.2%	-1.9	73	-0.3%	1.4%
COc1ccc(CNC(=O)c2cc3c(=O)n4ccccc4nc3n(Cc3cccnc3)c2=N)cc1	-4.0%	9.7%	17.1%	2.2%	-7.1%	0.2%	1.5	60	0.6%	1.5%
COC(=O)c1ccc(C2C(C(=O)OCC(C)C)=C(C)N=C3SCCC(=O)N32)cc1 (configuration not stated)	3.4%	0.1%	-3.4%	-0.6%	0.2%	-0.1%	3.7	92	-2.7%	4.1%	NS5 inhibitors pilot replicate=0.9
O=C(CCl)N1N=C(c2cccs2)CC1c1ccco1 (configuration not stated)	-54.8%	12.6%	0.4%	0.0%	16.4%	-0.1%	3.6	60	1.1%	-1.1%

The listing, from the start:
SMILES	NS5 inhibitors	GPR35 antagonists	AID2073	K1F lysis inhibition	GPR55 antagonists	GPR55 beta-arrestin	NTR1 ag	NTR1 ag cell count 20 µM	HIV fusion peptide	SIAH1 antagonists	others
CCn1nc(C(=O)OCC(=O)NCCN2C(=O)CSC2=O)c2ccccc2c1=O	-1.6%	4.6%	-4.1%	4.5%	-7.3%	-0.2%	-1.9	73	-0.3%	1.4%
COc1ccc(CNC(=O)c2cc3c(=O)n4ccccc4nc3n(Cc3cccnc3)c2=N)cc1	-4.0%	9.7%	17.1%	2.2%	-7.1%	0.2%	1.5	60	0.6%	1.5%
COC(=O)c1ccc(C2C(C(=O)OCC(C)C)=C(C)N=C3SCCC(=O)N32)cc1 (configuration not stated)	3.4%	0.1%	-3.4%	-0.6%	0.2%	-0.1%	3.7	92	-2.7%	4.1%	NS5 inhibitors pilot replicate=0.9
O=C(CCl)N1N=C(c2cccs2)CC1c1ccco1 (configuration not stated)	-54.8%	12.6%	0.4%	0.0%	16.4%	-0.1%	3.6	60	1.1%	-1.1%
O=C(COc1ccccc1)NCC(=O)Nc1ccc(S(=O)(=O)NCc2ccco2)cc1	-0.7%	-9.0%	1.1%	0.3%	-7.0%	0.2%	-0.3	68	0.8%	-1.4%
CC(NC(=O)Nc1cccc(Cl)c1)C(c1cccs1)N1CCCC1 (configuration not stated)	-2.7%	12.1%	6.4%	0.4%	11.5%	-0.2%	1.2	85	-2.1%	-2.8%
COc1ccccc1CNC(=O)C1CCC(CNC(=O)[C@@H]2Cc3ccccc3CN2)CC1 (some centres not stated)	5.4%	-0.4%	6.8%	0.1%	-14.1%	0.7%	0.4	52	-0.5%	-2.6%
CCOc1ncccc1C(=O)OCC(=O)NCCc1ccc(OC)cc1	7.0%	-20.6%	5.0%	0.7%	4.3%	0.3%	-0.9	44	-2.9%	4.8%
O=C(O)c1cccc(S(=O)(=O)N2CCc3ccccc3C2)c1	0.4%	1.3%	8.8%	-1.2%	-7.7%	-0.2%	-0.2	60	-1.7%	4.2%
N/C(Cc1cccc2ccccc12)=N\OC(=O)Cc1cccs1	1.3%	1.9%	12.5%	0.1%[50 µM]	-3.8%	-0.2%	3.5	63	2.4%	-7.8%
CN(CC(=O)Nc1cccc(F)c1)CC(=O)Nc1ccc(Cl)cc1[N+](=O)[O-]	-1.4%	-8.4%	10.4%	0.4%	-0.2%	-0.2%	5.0	72	1.2%	5.6%
O=[N+]([O-])c1ccc(S(=O)(=O)Nc2ccccn2)cc1	-5.8%	2.8%	-3.5%	0.2%	-3.8%	0.6%	-1.1	75	0.8%	-6.3%
Cc1c(OC(C)C(=O)NCCCn2ccnc2)ccc2c3c(c(=O)oc12)CCC3 (configuration not stated)	2.3%	5.2%	6.9%	1.2%	2.5%	-0.2%	-1.5	63	-1.2%	8.3%
Cn1c(=O)[nH]c2nnc(-c3ccc(Cl)c(Cl)c3)nc2c1=O	6.1%	-7.7%	-19.4%	0.0%	13.8%	0.7%	2.0	57	5.9%	-3.0%
COc1ccc(CC(=O)Nc2ccccc2NC(=O)Cc2ccc(OC)cc2)cc1	-6.6%	-0.1%	28.8%	0.0%	7.6%	0.0%	2.2	74	-0.1%	0.6%
Cc1ccc(C(=O)C2CCN(CC(=O)N3CCN(c4ccc(F)cc4)CC3)CC2)cc1	-11.1%	-2.4%	2.2%	0.3%	-4.8%	0.4%	0.3	37	-0.5%	16.5%
COc1ccccc1NC(=O)N1CCN(c2ccc3nncn3n2)CC1	2.1%	-0.3%	8.5%	-0.2%	8.4%	-0.1%	-2.6	83	0.7%	5.8%
Cc1ccc(-c2[nH]c3ccccc3c2SCCNC(=O)c2cc3ccccc3oc2=O)cc1	-2.1%	3.2%	8.1%	-1.8%	13.8%	0.2%	1.0	56	-0.2%	1.2%
O=C(NCc1ccco1)c1ccc2c(c1)N(Cc1ccccc1)C(=O)CS2=O (configuration not stated)	-6.5%	-8.5%	4.8%	2.9%	-5.6%	0.0%	1.9	32	2.9%	14.2%
COc1ccc2cc(/C=N/NC(=O)CN(c3ccccc3C)S(=O)(=O)c3ccccc3)c(Cl)nc2c1	-1.9%	3.3%	3.1%	1.8%[50 µM]	6.6%	-0.3%	0.6	74	0.0%	-2.4%
CN(C(=O)COC(=O)c1cccc(NS(=O)(=O)c2ccc(F)c(F)c2)c1)C1CCS(=O)(=O)C1 (configuration not stated)	-4.8%	9.8%	24.6%	-0.5%	-6.6%	-0.2%	0.7	46	0.1%	-4.3%
COC(=O)[C@@H]1CCCN1Cc1nc(Cc2ccc(OC)c(OC)c2)no1	-0.8%	0.6%	1.0%	0.0%	-2.9%	-0.1%	1.2	59	1.1%	-5.1%
CN1C(=O)/C(=C/c2cccc(Cl)c2)Sc2ccc(C(=O)N3CCOCC3)cc21	-1.8%	3.7%	6.8%	0.2%	-1.3%	-0.2%	0.9	74	0.8%	4.5%
O=[N+]([O-])c1ccc(O)c(NC(=S)Nc2ccccc2)c1	-4.1%	-14.2%	9.7%	-0.3%	14.9%	0.0%	-1.4	93	-0.9%	0.8%
CCOC(=O)c1c(-c2ccccc2)csc1NC(=O)c1ccc(S(=O)(=O)N2CC(C)OC(C)C2)cc1 (configuration not stated)	-4.8%	-12.7%	35.9%	2.2%	0.9%	0.0%	3.1	55	-2.2%	2.5%
COc1ccc(N2CCN(c3ccc4nnc(CCC(=O)Nc5ccc(C)cc5)n4n3)CC2)cc1	-4.8%	-22.6%	-1.1%	7.2%	5.5%	-0.1%	2.8	81	-2.7%	-4.9%
O=C(c1c(F)cccc1F)N(Cc1cccs1)C1CCCC1	-1.6%	12.6%	5.2%	-0.3%	11.3%	0.1%	2.1	24	-0.4%	5.7%
O=c1ccc(-c2ccccc2)nn1Cc1ccc(F)cc1Cl	3.3%	-13.6%	0.9%	1.6%	6.4%	0.5%	5.2	97	-0.9%	3.7%
O=C(O)c1ccc(/C=N/NC(=S)NC2CCCCC2)cc1	2.3%	-17.4%	1.7%	0.2%	0.4%	-0.3%	0.1	71	2.8%	-4.4%
O=C(CCC(=O)Nc1ccc(Br)cc1)N/N=C/c1ccc(F)cc1	7.9%	-2.2%	10.9%	0.6%	1.1%	0.0%	0.3	53	0.4%	2.0%
O=C(CC(C(=O)O)C1CCCO1)NCc1ccccc1 (configuration not stated)	-10.2%	11.8%	5.6%	-0.2%	-5.8%	-0.1%	-1.0	47	1.1%	-0.5%
COC(=O)c1cc2c(=O)n3cccc(C)c3nc2n(Cc2cccnc2)c1=N	.	17.7%	13.8%	.	-5.2%	0.0%	.	.	-1.5%	-0.2%
O=C(NCc1ccccc1C(F)(F)F)C1CCC(=O)N(C2CC2)C1 (configuration not stated)	-1.6%	0.2%	7.9%	0.2%	0.4%	0.2%	0.3	56	-0.4%	-0.9%
O=C1OCc2cc(NC(=O)C34CC5CC(CC(C5)C3)C4)ccc21	2.2%	-6.2%	-3.4%	1.4%	6.4%	-0.4%	-1.5	61	10.3%	-1.1%
Cn1c(=O)n(C)c2cc(NC(=O)CCc3ccccc3)c(Br)cc21	5.4%	-1.2%	7.3%	-2.2%	-1.8%	-0.2%	3.0	55	-0.5%	0.4%
COc1ccc(Cl)cc1NC(=O)CSc1nc2ccsc2c(=O)n1CC1CCC(C(=O)O)CC1 (configuration not stated)	1.8%	-11.4%	15.4%	0.0%	-9.6%	-0.1%	0.2	56	8.7%	1.4%
CCOC(=O)C1(C)C=C(Nc2cccc(OC)c2)C(=O)N1c1ccccc1 (configuration not stated)	-14.6%	6.1%	-5.5%	0.3%	-12.2%	0.4%	0.9	53	-0.8%	-4.6%
Cc1ccc(S(=O)(=O)N(C)C)cc1NC(=O)COC(=O)/C(=C/c1ccc(F)cc1)c1cccs1	2.2%	5.8%	11.2%	0.9%[50 µM]	6.8%	-0.3%	2.0	57	2.3%	5.4%
O=C(NCC(c1ccc(F)cc1)N1CCOCC1)c1cccc(Br)c1 (configuration not stated)	-2.3%	-4.8%	-2.9%	0.2%	4.0%	-0.2%	-1.2	61	1.2%	2.1%
O=C(c1cccc(-c2nnc(-c3ccccc3)o2)c1)N1CCCCC1	1.7%	-10.4%	-1.5%	0.2%	3.9%	-0.2%	-0.2	44	0.4%	2.9%
CC(NC(=O)c1ccccc1Br)c1nnc(SCC(=O)NC2CCCCC2)n1C (configuration not stated)	2.5%	-6.6%	-2.4%	0.4%	3.2%	0.1%	-0.9	60	1.7%	-0.2%
O=C(Cn1nnc2ccccc2c1=O)NCCc1ccc(F)cc1	.	1.0%	2.5%	.	-2.5%	-0.3%	-2.1	84	-0.9%	-5.2%
COc1ccc(N2CCN(C(C)C(=O)N(C)Cc3ccccc3)CC2)cc1 (configuration not stated)	-1.7%	12.1%	-7.9%	0.2%	-7.6%	.	-0.6	43	-1.5%	-3.7%
Cc1cc(C)c(C)c(S(=O)(=O)N2CCN(C(=O)CCc3nc4ccccc4c(=O)[nH]3)CC2)c1C	-4.2%	-1.2%	3.0%	-0.1%	-11.6%	0.3%	0.1	57	-0.1%	4.9%
COc1ccc(C(=O)NCc2nnc(SCC(=O)N3CCc4ccccc43)n2CCc2ccccc2)cc1	0.0%	-18.9%	3.8%	2.3%	2.5%	0.6%	4.6	46	0.4%	0.8%
CN(CCNC(=O)c1ccc(CS(=O)(=O)c2c(Cl)cccc2Cl)o1)CCc1ccccc1	-6.2%	-2.7%	9.7%	0.2%	4.5%	-0.2%	-1.1	54	2.7%	-6.6%
CCCNC(=O)c1cccc(Br)c1	-0.7%	-1.5%	6.5%	-0.3%	6.1%	-0.5%	1.6	33	-1.5%	-1.1%

Bioassay records deposited in PubChem by several laboratories.
